Screens deposited in PubChem BioAssay by several laboratories.
HCV NS3 hel inh: inhibitors of Hepatitis C virus NS3 helicase; NS3 helicase DNA unwinding, Cy5 molecular beacon fluorescence; inhibition, % at 10.9 µM; 290,000 tested, 0.56% active; AID 1800;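 active = inhibition above the mean of all tested compounds plus 3 SD, set per campaign, cut at about 35% in these data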;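 also: 0% = DMSO wells and 100% = thioflavine S control wells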
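Compound dosing – single dose, 10.9 µM nominal final, DMSO 0.8% final · System – NS3 helicase fragment of HCV · Buffer or medium – MOPS pH 6.5, MgCl2, DTT, Tween20, BSA · Signal – Cy5 beacon fluorescence read at start and 1 h · Also added – annealed dual-labelled DNA beacon duplex, ATP-started · Schedule – 1 h at 25 °C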
PfM18AAP inh: PfM18AAP enzyme inhibition; inhibition, % at 7.35 µM; recombinant PfM18AAP, H-Glu-NHMec fluorogenic cleavage; 290,000 tested, 1.2% active; AID 1822;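 active = inhibition above the campaign mean inhibition over all tested compounds plus 3 SD, cut at about 28% in these data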;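 also: 0% = plate median of test compound wells and 100% = 2 mM ZnCl2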
IMP-1 inhibitor: blocks Pseudomonas aeruginosa IMP-1 metallo-beta-lactamase. 290,000 tested, 0.45% active. inhibition, % at 5.6 µM. AID 1556. purified IMP-1, nitrocefin hydrolysis, epi-absorbance fluorescence;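 active = inhibition above the mean plus 3 SD of all compounds in the same screening run, cut at about 4.5% in these data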;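 also: 0% = IMP-1 with DMSO and 100% = DMSO wells lacking enzyme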
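Assay system: purified recombinant IMP-1 beta-lactamase. Input: IMP-1 0.2 nM before substrate addition. Buffer or medium: Zinc- and detergent-supplemented HEPES buffer, pH 7.1. Schedule: 25 °C, 15 min preincubation, 25 min reaction. Signal: Epi-absorbance fluorescence, 480 nm excitation, 530 nm emission. Evaluation: percent inhibition from optical density relative to buffer-blank wells.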
NALP1 inh: inhibitors of NALP1 inflammasome in yeast | S. cerevisiae NALP1/ASC/caspase-1 growth, X-gal OD620, 72 h | AID 2071 | inhibition, % at 10 µM | 280,000 tested, 0.61% active; in the data active = inhibition mostly above about 24%, no sharp cut-off; inactive = mostly below about 32%; also: some compounds called inactive have numbers as strong as hits
MEKK2 mut-MEK5: signal of MEK5 binding to mutant human MEKK2 PB1 domain. bead flow cytometry, Alexa488-MEK5 binding to MEKK2 mutant. percent response, % at 10 µM. 290,000 tested, 0.35% active. AID 1530; in the data active = percent response above about 24%, passing the limit was not always enough; also: inactives centre near 1; some results filed as inactive read as strong as hits
VIM-2 inh: inhibitors of Pseudomonas aeruginosa VIM-2 metallo-beta-lactamase. purified VIM-2, nitrocefin hydrolysis, epi-absorbance fluorescence. inhibition, % at 5.6 µM. 290,000 tested, 0.89% active. AID 1527;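 active = inhibition above the mean of all tested compounds plus 3 SD, cutoff set per screening run, cut at about 7.5% in these data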;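 also: red hydrolysis product quenches plate fluorescence so inhibitors raise well fluorescence; 0% = enzyme with DMSO and 100% = DMSO without enzyme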
FID counter: counter-screen for HCV NS3 helicase inhibitors: DNA intercalator displacement; 290,000 tested, 0.17% active; DNA fluorescent intercalator displacement, fluorescence; inhibition, % at 7.9 µM; in the data active = inhibition above about 37%;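 also: 0% = vehicle and 100% = reference compound; higher means more ethidium bromide displaced from hairpin DNA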
SUMO HTRF inh: inhibitors of human SUMOylation (UBC9); 290,000 tested, 0.36% active; inhibition, % at 35 µM; HTRF SUMOylation assay, SAE1/SAE2 + UBC9, in vitro; P63279; AID 2006; in the data active = inhibition above about 50%, passing the limit was not always enough; also: strong numbers were not always called active
Target sequence (P63279 whole entry, looked up): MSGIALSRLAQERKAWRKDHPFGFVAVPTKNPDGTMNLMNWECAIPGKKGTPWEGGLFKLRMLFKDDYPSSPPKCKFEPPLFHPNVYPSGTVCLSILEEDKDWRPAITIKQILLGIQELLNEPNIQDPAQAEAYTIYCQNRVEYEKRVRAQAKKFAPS
MEKK2wt PB1 HTS: raises or lowers MEK5 binding to wildtype human MEKK2 PB1 domain. Q9Y2U5. bead flow cytometry, Alexa488-MEK5 binding to MEKK2 WT; actives lie on both sides. binding response (% of control), % at 10 µM. 290,000 tested, 1.1% active. AID 1531; in the data active = binding response below about 67% or above about 130%
* marks the source's active call; other numbers are inactive results; nt = not tested or not shown. Outcome played no part in choosing rows; about 4.7% have a hit in one of these screens.

SMILES | HCV NS3 hel inh | PfM18AAP inh | IMP-1 inhibitor | NALP1 inh | MEKK2 mut-MEK5 | VIM-2 inh | FID counter | SUMO HTRF inh | MEKK2wt PB1 HTS
CC(Sc1nncs1)C(=O)Nc1ccc2c(c1)OCO2 (stereo not drawn) | 15 | 10 | -1.9 | -3 | -9 | -4.2 | -8 | 2 | 92
CCOC(=O)Cn1cnc2sc3c(c2c1=O)CCC3 | 3 | 7 | -1.3 | 6 | -1 | -2.4 | -6 | 9 | 96
COc1ccccc1C(=O)Nc1ccnn1C1CCN(Cc2ccc3nonc3c2)CC1 | -8 | -6 | -1.3 | 15 | -3 | 0.2 | -15 | 7 | 98
OCCCNC(=S)Nc1ccc2nc(-c3ccccn3)c(-c3ccccn3)nc2c1 | -3 | 11 | -2.5 | 6 | 9 | -0.9 | -7 | 36 | 105
[O-][N+]12CCN(CC1)c1ccccc12 | 4 | -3 | -3.3 | -10 | 9 | -1.9 | -1 | -9 | 112
OC(COc1ccccc1)CN1CCCC1 (stereo not drawn) | -2 | 0 | -2.6 | -11 | 2 | -2.5 | 0 | 9 | 108
NC(=O)NC(CC(=O)NCCc1ccc(S(N)(=O)=O)cc1)c1ccccc1Cl (stereo not drawn) | -3 | 2 | -1.9 | -5 | -2 | -1.6 | -6 | 20 | 98
CCOC(=O)C(C)Oc1cccc2c(=O)n(CC(=O)NCCc3ccccc3)ccc12 (stereo not drawn) | 6 | -17 | -3.6 | nt | 15 | -2.2 | -38 | 30 | 105
O=C1c2cccc3c([N+](=O)[O-])ccc(c23)C(=O)N1O | 9 | 26 | 2.0 | 10 | -7 | 8.8* | 2 | -14 | 97
O=C(NCCCN1CCCC1)C1CCC(=O)N1C1CCCCC1 (stereo not drawn) | -1 | 4 | -2.9 | 12 | 2 | -2.6 | 3 | 20 | 101
Cc1ccc2c3c([nH]c2c1C)-c1nonc1CC3 | -10 | 1 | -0.3 | 16 | 10 | 1.3 | -9 | 9 | 99
O=c1cc(-c2ccc(O)c(O)c2)oc2cc(O)cc(O)c12 | nt | nt | nt | -5 | -6 | nt | nt | -6 | 77
Cc1ccc(CCNC(=O)CNC(=S)N(Cc2ccccc2)Cc2cccnc2)cc1 | -8 | 0 | -1.9 | -2 | 0 | -1.4 | -40 | -5 | 101
CCCS(=O)(=O)N1CCCC(C(=O)NCCCN(C)c2ccccc2)C1 (stereo not drawn) | 4 | 1 | -1.6 | 7 | 4 | -5.6 | -12 | -8 | 100
O=C(CSc1nnc(CNC(=O)c2cccs2)o1)Nc1ccccc1 | 0 | 1 | -2.2 | 3 | -13 | 0.4 | -3 | 15 | 76
COc1ccc(-c2csc(Nc3ccc(S(=O)(=O)Nc4cc(C)on4)cc3)n2)cc1C | 10 | 6 | -3.8 | 9 | -2 | -2.1 | -31 | 12 | 87
O=C(N/N=C/C1=Cc2ccccc2OC1)c1ccncc1 | 2 | 1 | -2.3 | -12 | -1 | 1.2 | -9 | 0 | 101
O=C(CN1C(=O)CCSc2ccccc21)NC1CCCCC1 | 3 | 6 | -0.6 | 16 | 0 | -2.1 | -22 | 4 | 94
C[N+]1(CC(=O)OCCCc2ccccc2)CCCCC1 | -1 | -2 | -3.0 | -9 | -11 | -2.8 | 8 | 6 | 89
O=c1c(-c2nc3ccccc3o2)c2oc3ccccc3n2c2ccccc12 | 17 | -8 | -1.5 | 14 | 4 | 1.5 | 0 | 25 | 105
COc1ccccc1N(Cc1cc(=O)[nH]c2ccccc12)C(=O)C(C)C | -8 | 1 | -1.7 | 18 | 0 | 2.9 | -25 | -2 | 96
Cc1nc(C)n(C(C)CNS(=O)(=O)c2ccc(C)c(C)c2)n1 (stereo not drawn) | -4 | 2 | -3.7 | 11 | 5 | -1.9 | -6 | 8 | 99
O=C(NC(=S)Nc1ncc(Br)cc1Br)c1cncc(Br)c1 | 2 | 7 | -3.8 | 16 | -2 | -0.8 | -4 | -1 | 96
CCCN(CCC)S(=O)(=O)c1ccc2c(c1)CCCN2C(C)=O | 9 | -4 | -1.8 | 28 | 2 | -1.5 | -20 | 16 | 102

As entered above.
COc1ccccc1N(Cc1cc(=O)[nH]c2ccccc12)C(=O)C(C)C – IMP-1 inhibitor = -1.7
O=C(CN1C(=O)CCSc2ccccc21)NC1CCCCC1 – IMP-1 inhibitor = -0.6
CCCN(CCC)S(=O)(=O)c1ccc2c(c1)CCCN2C(C)=O – NALP1 inh = 28

(continued)
SMILES | HCV NS3 hel inh | PfM18AAP inh | IMP-1 inhibitor | NALP1 inh | MEKK2 mut-MEK5 | VIM-2 inh | FID counter | SUMO HTRF inh | MEKK2wt PB1 HTS
COc1ccc(CNC(=O)c2ccc(CS(=O)Cc3cccc(Cl)c3)o2)cc1 (stereo not drawn) | 2 | -4 | -2.1 | 17 | 1 | -2.8 | -42 | -8 | 102
O=S(=O)(c1ccc(S(=O)(=O)N(Cc2ccc(F)cc2)C2CCCC2)cc1)N1CCCC1 | 9 | -6 | -0.6 | -18 | 0 | -1.7 | -2 | -10 | 100
O=C(NN1CCOCC1)c1ccc(Br)s1 | -3 | -3 | -2.3 | 6 | 1 | -2.0 | 0 | 7 | 103
CC(=O)Nc1ccc(OCCOc2ccc(/C=C3/C(=N)N4C=CSC4=NC3=O)cc2)cc1 | 14 | 6 | -3.1 | -3 | 4 | -3.8 | -6 | -7 | 108
O=C(NNC(=S)Nc1ccccc1C(F)(F)F)C1CC1 | 0 | -3 | -3.6 | -32 | -2 | -4.3 | -4 | 6 | 103
CC(NC(=O)C1CCCC1)c1ccc(Br)cc1 (stereo not drawn) | -19 | -16 | 0.4 | 3 | 4 | -0.4 | -7 | 10 | 109
Cc1nc2sc(C(c3ccc(Cl)cc3)N3CCOCC3)c(O)n2n1 (stereo not drawn) | 4 | -1 | 0.2 | 13 | 1 | -0.8 | -6 | 26 | 106
O=C(O)CC(Cc1ccccc1)C(=O)NCC12CC3CC(CC(C3)C1)C2 (stereo not drawn) | 6 | -1 | 0.2 | -6 | -3 | 0.0 | -33 | 22 | 96
Cc1cc(NC(=O)CCC(=O)N(c2ccccc2)C(C(=O)NC(C)(C)C)c2ccccc2Cl)no1 (stereo not drawn) | -4 | 2 | -6.4 | 0 | 5 | -3.1 | -54 | -3 | 96
CC(C)(C)C1CCCCC1NC(=O)c1ccncc1 (stereo not drawn) | -3 | -1 | -4.6 | 2 | 11 | -1.6 | -2 | -2 | 108
NC(=O)CSc1nnc(C2CC2)n1-c1ccccc1 | 13 | 1 | -4.7 | -2 | -10 | -1.2 | -16 | 25 | 92
COc1ccc2[nH]c(=O)c(CN(C(=O)C(C)C)c3ccccc3OC)cc2c1 | -3 | -4 | -4.1 | 1 | 0 | -1.2 | -35 | 4 | 98
CN(C)S(=O)(=O)N1CCN(C(=O)N2CCCCC2)CC1 | -2 | -1 | -1.3 | 18 | 3 | -1.6 | 2 | 9 | 101
CCOC(=O)C1Cc2c([nH]c3ccccc23)CN1 (stereo not drawn) | -5 | 5 | -4.4 | 12 | 4 | 0.1 | 2 | 26 | 109
Cc1ccc(Nc2nc(-c3ccncc3)nc3ccccc23)cc1 | 0 | 4 | -2.7 | 0 | -2 | -2.2 | -4 | 5 | 97
Cc1cc(C(=O)N/N=C2\CCCC(=O)C2)c2ccccc2n1 | 3 | 3 | 2.1 | 29 | 0 | -1.1 | -9 | 2 | 102
Cc1ccc(CNc2nc(N)c([N+](=O)[O-])c(NCc3ccccc3)n2)cc1 | 13 | -9 | -2.7 | 25 | -1 | -3.0 | 2 | 21 | 96
O=C(Cc1ccccc1)N[C@H](c1ccccc1)P(=O)(O)CO | 2 | -3 | -4.6 | -3 | 5 | -2.4 | -1 | 4 | 104
O=C(/C=C/c1ccc([N+](=O)[O-])cc1)NCCOc1ccc(F)cc1 | -8 | -14 | -0.3 | 13 | -1 | 1.8 | -1 | 10 | 95
CC(C)(C)c1cc(C(=O)N/N=C/c2ccccn2)n[nH]1 | -9 | -7 | -2.9 | -22 | 1 | -1.0 | -11 | 24 | 103
CC(=O)c1ccc(NC(=S)N2CCC(O)CC2)cc1 | 2 | 10 | 2.8 | 19 | 8 | -1.2 | -2 | 7 | 107
COC(=O)c1ccc(CSc2nnc(CNC(=O)c3cccs3)o2)o1 | -4 | -9 | 0.2 | -10 | 4 | -1.1 | -7 | 13 | 103
Cc1ccc(C(=O)NNC(=O)C2CCN(S(=O)(=O)c3ccc(Cl)cc3)CC2)cc1 | -3 | -2 | -1.4 | 28 | 2 | -0.3 | -14 | -6 | 101
Oc1cccc(/C=N\Nc2nncc(-c3ccccc3)n2)c1 | 12 | 17 | -4.8 | 12 | -10 | -3.6 | -16 | 11 | 90
Cc1ccc(C)c(NNC(=O)C(=O)NNc2cc(C)ccc2C)c1 | 14 | 6 | -1.1 | -11 | -15 | -2.5 | -7 | 4 | 98
Cc1ccc2c(c1)N(CCC(=O)NC1CCCCC1)C(=O)CO2 | -3 | -9 | -0.7 | 12 | -5 | -0.6 | -19 | 1 | 98
CC(/C=C/c1ccccc1)=N\NC(=O)CNC(=O)c1ccccc1Cl | -7 | -2 | -3.6 | 21 | 1 | -0.9 | -3 | 12 | 101
COc1ccc(OC)c(C2=NS(=O)(=O)N(C)C(C(=O)Nc3ccc(C(C)=O)cc3)=C2)c1 | -7 | 3 | -0.8 | -7 | 1 | 1.4 | -16 | 15 | 100
CCOC(=O)c1cccc(COC(=O)c2cccc(-c3nnc(-c4ccccc4)o3)c2)c1 | 9 | -4 | -1.5 | 21 | -2 | 0.7 | -1 | 7 | 94
CN1CCN(CCCNC(=O)Cn2nc(-c3ccccc3)ccc2=O)CC1 | -16 | -18 | -0.8 | 20 | 4 | -0.4 | 9 | 0 | 103
CC1(C)CC(=O)C=C(Nc2ccccc2NC(=O)c2cnccn2)C1 | -1 | 20 | -3.6 | 8 | 2 | -3.5 | -3 | -23 | 103
COCC(C)NC(=O)NC(=O)c1ccc(Cl)cc1 (stereo not drawn) | 3 | -4 | -6.6 | 7 | -3 | -1.5 | -3 | -14 | 93
COc1ccc(CCc2nnc(CCC(=O)NCC3CCCO3)o2)cc1 (stereo not drawn) | 20 | -3 | -5.4 | 17 | 4 | -1.2 | -19 | -10 | 99
C=C(C)Cn1c(SCC#N)nc2ccccc2c1=O | 4 | 2 | -4.2 | 21 | -10 | -2.0 | -2 | 8 | 92
COc1ccccc1CNC(=O)CCC(=O)N1CCOc2ccc(C)cc21 | 36 | 6 | -5.5 | 0 | 7 | -3.9 | -34 | 4 | 103
COc1ccc(C2=NS(=O)(=O)N(C)C(C(=O)N3CCCCC3)=C2)cc1 | 4 | 1 | -5.0 | 10 | 0 | -2.4 | -13 | 6 | 101

Some of the entries so far, in markdown:
| Structure | HCV NS3 hel inh | PfM18AAP inh | IMP-1 inhibitor | NALP1 inh | MEKK2 mut-MEK5 | VIM-2 inh | FID counter | SUMO HTRF inh | MEKK2wt PB1 HTS |
| --- | --- | --- | --- | --- | --- | --- | --- | --- | --- |
| CC1(C)CC(=O)C=C(Nc2ccccc2NC(=O)c2cnccn2)C1 | -1 | 20 | -3.6 | 8 | 2 | -3.5 | -3 | -23 | 103 |
| COCC(C)NC(=O)NC(=O)c1ccc(Cl)cc1 (stereo not drawn) | 3 | -4 | -6.6 | 7 | -3 | -1.5 | -3 | -14 | 93 |
